Compound activity (PubChem BioAssay)
M. tuberculosis HTS – M. tuberculosis growth inhibition, HTS (AID 449762) | M. tuberculosis H37Rv growth inhibition, 7H9 media; higher % means a stronger effect | inhibition, % at 25 µM; hits with a dose series show IC50 in µM | hit rate 0.59% among 330,000; in the data active = a potency from the dose series; inconclusive = inhibition above about 70% without an active follow-up result;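 note: bacterial growth assessed after seven days of incubation; strong numbers were not always called active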
tuberculosis growth – growth inhibition of non-replicating M. tuberculosis (AID 488890); hit rate 0.39% among 320,000; one-dose inhibition, % at 25 µM; IC50 in µM for titrated hits; Mycobacterium tuberculosis non-replicating, growth inhibition; higher % means a stronger effect; in the data active = a potency from the dose series; inconclusive = inhibition mostly from about 82% at the one dose, without a potency; inactive = the rest, 99 in 100 with inhibition below about 76%;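 note: plate controls were DMSO cells for no effect and high antibiotic wells for full effect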
influenza NS1A – H1N1 influenza NS1A inhibitors, functional cell based assay (AID 504329); NS1A functional cell-based assay, percent inhibition; higher % means a stronger effect; inhibition, % at 12.5 µM; hits with a dose series show IC50 in µM; hit rate 0.3% among 340,000; in the data active = a potency from the dose series; inconclusive = inhibition above about 27% without an active follow-up result; note: strong numbers were not always called active
Salmonella PhoP GFP – PhoP regulon inhibitors, Salmonella typhi PhoP promoter GFP reporter, confirmatory (AID 1850); Salmonella Typhi PhoP-promoter GFP reporter, fluorescence, 4 h; higher % means a stronger effect; one-dose inhibition, % at 50 µM; IC50 in µM for titrated hits; hit rate 0.33% among 310,000; in the data active = a potency from the dose series; inconclusive = inhibition mostly from about 25% at the one dose, without a potency; inactive = the rest, 99 in 100 with inhibition below about 19%;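 note: 0% = induced wells with vehicle and 100% = uninduced wells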
inhibitors of VEEV – inhibitors of VEEV TC-83 cytopathic effect, confirmation, Vero cells (AID 588727). Vero cells, VEEV TC-83 cytopathic effect inhibition; higher % means a stronger effect. inhibition, % at 20 µM, or IC50 in µM where a hit was titrated. hit rate 0.13% among 350,000; in the data active = a potency from the dose series; inconclusive = inhibition mostly from about 14% at the one dose, without a potency; inactive = the rest, 99 in 100 with inhibition below about 12%; note: strong numbers were not always called active
inhibitors of VEEV 10K pilot screen – further read-out of inhibitors of VEEV, marked with its call; inhibition, %; measured here: 10K pilot screen inhibition
* = called active by the depositor; i = inactive; ? = inconclusive; . = not tested or not shown.

The opening 6 records as a preview:
SMILES	M. tuberculosis HTS	tuberculosis growth	influenza NS1A	Salmonella PhoP GFP	inhibitors of VEEV	others
CCN1CCN(S(=O)(=O)c2ccc(Cl)c(C(=O)Nc3nnc(CC(C)C)s3)c2)CC1	-4%	0%	-15%	-3%	i
NNC(=O)C1COc2cc3ccccc3cc2O1 (centres undefined)	0%	20%	-1%	-2%	i
Cc1c(C)n2c3c(cccc13)CC2	0%	-2%	-11%	-1%	0.5%
COc1ccc(OCCn2cc(/C=C(\C#N)C(=O)NCc3ccco3)c3ccccc32)cc1	-7%	7%	7%	1%	1.3%
COC(=O)c1ccccc1NC(=O)C1CCN(S(=O)(=O)c2cc(OC)ccc2OC)CC1	-4%	17%	-8%	-4%	3.0%
O=C(NCCO)NC(=S)c1ccccc1	-2%	0%	-2%	6%	2.3%

The listing, from the start:
SMILES	M. tuberculosis HTS	tuberculosis growth	influenza NS1A	Salmonella PhoP GFP	inhibitors of VEEV	others
CCN1CCN(S(=O)(=O)c2ccc(Cl)c(C(=O)Nc3nnc(CC(C)C)s3)c2)CC1	-4%	0%	-15%	-3%	i
NNC(=O)C1COc2cc3ccccc3cc2O1 (centres undefined)	0%	20%	-1%	-2%	i
Cc1c(C)n2c3c(cccc13)CC2	0%	-2%	-11%	-1%	0.5%
COc1ccc(OCCn2cc(/C=C(\C#N)C(=O)NCc3ccco3)c3ccccc32)cc1	-7%	7%	7%	1%	1.3%
COC(=O)c1ccccc1NC(=O)C1CCN(S(=O)(=O)c2cc(OC)ccc2OC)CC1	-4%	17%	-8%	-4%	3.0%
O=C(NCCO)NC(=S)c1ccccc1	-2%	0%	-2%	6%	2.3%
COC(=O)CN1C(=S)N(c2ccc(OC)cc2)C(=O)/C1=C/c1ccc(OC)cc1	12%	27%	4%	-11%	2.3%
CCc1cccc(NC(=S)Nc2cccc3ccccc23)c1	12%	?	-5%	-5%	5.4%
O=S(=O)(Nc1ccccc1Cl)c1ccc(-c2ccccn2)s1	27%	13%	-21%	-12%	0.6%
O=C(CCN1C(=O)/C(=C/c2ccccc2)SC1=S)Nc1cccnc1	6%	-5%	7%	-4%	0.6%
COc1ccc2nc(NC(=O)CSc3nnnn3C)sc2c1	6%	-2%	-9%	-1%	i
Cc1ccc(-n2ncc3c2CCCC3NC(=O)CCc2c(C)noc2C)cc1C (centres undefined)	8%	10%	-6%	-10%	1.2%
O=C(c1ccc(NS(=O)(=O)c2ccc(Cl)c(Cl)c2)cc1)N1CCOCC1	.	.	-12%	.	2.2%
Cc1ccccc1Cc1c(C)nc2nc(SCC(=O)NCCCN3CCCCC3)nn2c1C	5%	10%	4%	10%	i
COc1ccccc1N(C)S(=O)(=O)c1ccc(Cl)c(C(=O)NCC2(N(C)C)CCCCC2)c1	-6%	-30%	-2%	11%	5.5%
CC(=O)N1CCOc2ccc(S(=O)(=O)Nc3ccc(Cl)cn3)cc21	11%	1%	1%	-5%	1.4%
CCn1cc(Br)c(C(=O)Nc2ccc(F)cc2F)n1	-5%	-2%	-8%	-2%	i
CN(C(=O)COC(=O)COc1ccc(Cl)cc1Cl)c1c(N)n(Cc2ccccc2)c(=O)[nH]c1=O	61%	39%	-5%	1%	1.1%
O=C1c2ccccc2[C@@H]2C[C@@H](O)[C@H](Nc3ccccc3)CCN12	.	.	-4%	.	0.7%
O=C(CSc1nc2ccccc2o1)c1ccccc1	9%	?	-8%	11%	0.5%
C=CCC1(CC)C(=O)NC(=S)NC1=O	.	.	2%	.	2.2%
Cc1nnc(-n2ncc(C#N)c2N)c2nn(-c3cccc(Cl)c3)c(C)c12	5%	1%	2%	-12%	3.2%
COc1ccc(N(CC(=O)N2CCOCC2)S(C)(=O)=O)cc1Cl	-11%	0%	-8%	-4%	1.0%
Cc1ccnc(NS(=O)(=O)c2ccc(NC(=O)CCc3ccccc3)cc2)n1	-6%	18%	-18%	4%	i
CS(=O)(=O)N1CCN(C(=S)NCc2ccc(F)cc2)CC1	-3%	-3%	-7%	-5%	0.5%
CN(CC(=O)Nc1ccccc1Br)C(=O)Cn1[nH]c(=O)c2ccccc2c1=O	-2%	-14%	0%	.	i
O=C(NC1=NCCS1)c1ccccc1Cl	-10%	15%	16%	-6%	0.4%
Oc1cc(-c2cccnc2)cc2cccnc12	?	?	16µM*	.	6.1%	inhibitors of VEEV 10K pilot screen=12
O=C(c1ccc(COc2ccc(Cl)cc2)o1)N1CCN(Cc2ccc3c(c2)OCO3)CC1	?	38%	0%	-10%	i
COc1ccccc1CNS(=O)(=O)c1ccc(S(=O)(=O)NC2CC2)cc1	11%	-22%	5%	4%	4.3%
CC1(C)CC2(CCCN3C(=O)CSC32)CCS1 (centres undefined)	-9%	-4%	-8%	6%	3.0%
O=C(CN1C(=O)/C(=C/c2ccc(Cl)cc2)SC1=S)NC1C=CS(=O)(=O)C1 (centres undefined)	-1%	-1%	8%	-4%	i
Cc1cc(=O)n(-c2ccc(Cl)cc2)c(=O)[nH]1	-5%	-21%	-4%	-19%	0.8%
c1ccc(-c2csc(N3CCc4ccccc4C3)n2)cc1	-2%	-6%	-2%	-1%	7.6%
Cc1c(C(=O)n2cnc3ccccc32)cccc1[N+](=O)[O-]	4%	-8%	-17%	-1%	0.6%
COc1ccc2oc(C(=O)N(C)CCOc3ccc(Cl)cc3)c(C)c2c1	-1%	40%	1%	-12%	4.1%
Cc1noc(C)c1COc1ccc(C(=O)N2CCN(c3cccc(Cl)c3)CC2)cc1	.	.	0%	.	6.9%
COc1ccc(OC[C@@H](O)CNC(=O)c2cccc3c2C(=O)c2ccc(-c4ccc(F)cc4OCc4ccccc4)cc2S3(=O)=O)cc1	1%	3%	9%	.	7.1%
O=C(OCC(=O)N1CCCC1)c1ccc(S(=O)(=O)Nc2ccccc2)cc1	12%	-15%	-1%	-21%	0.2%
O=C1CCC(C(=O)N2CCCC2)CN1CCc1cccc(F)c1 (centres undefined)	-3%	13%	8%	-5%	0.4%
O=C(Oc1ccccc1C(=S)N1CCCCC1)c1cc([N+](=O)[O-])cc([N+](=O)[O-])c1	10%	?	-11%	-1%	1.0%
COC(=O)c1ccccc1NC(=S)NC(=O)C1CCCCC1	7%	?	2%	-6%	1.1%
COc1ccc(-n2c3c(cc(C(=O)N4CCCCC4)c2=O)C(=O)CC(C)(C)C3)cc1	-7%	3%	7%	9%	1.8%
CCOC(=O)/C=C/C(=O)OCC(=O)NCc1ccccc1	2%	-18%	4%	-3%	1.3%
Cc1ccc(C(=O)Nc2c3c(nn2C(C)(C)C)CS(=O)(=O)C3)cc1[N+](=O)[O-]	-7%	-4%	-7%	-12%	1.7%
NS(=O)(=O)c1ccc(NC(=O)CSc2nc3ccccc3[nH]2)cc1	3%	18%	-14%	0%	2.6%
Cc1ccc(Cl)c(OC(=O)Cn2cnc3c2c(=O)n(C)c(=O)n3C)c1	-3%	-11%	-11%	-5%	0.3%
CCN(CC(=O)Nc1ccc(NC(C)=O)cc1)C(=O)c1ccc(N2CCCC2)c([N+](=O)[O-])c1	.	.	0%	.	1.3%
O=C(Nc1ccc(F)cc1F)N1CCN(C(=O)c2ccco2)CC1	-28%	-1%	-11%	-11%	0.8%
CCOc1cccc(/C=N/NC(=S)Nc2ccccc2[N+](=O)[O-])c1O	1%	-3%	-2%	-2%	1.6%
Cc1nn(CC(O)CN2c3ccccc3Sc3ccccc32)c(C)c1Br (centres undefined)	1%	16%	3%	-3%	0.6%
COc1ccc(N(CC(=O)NC(C)(C)C)C(=O)c2ccco2)cc1	-6%	2%	-4%	7%	2.8%
CCCCOc1c(Cl)cc(C(=O)N(C)CC(=O)Nc2ccc(N3CCOCC3)cc2)cc1OCC	0%	-5%	-5%	-1%	2.7%
O=C(N/N=C/c1cccnc1)c1cc(-c2ccc(Cl)cc2)nc2ccccc12	-4%	16%	-20%	7%	4.3%
O=C(Nn1cnnc1)c1cc(Cl)cc(Cl)c1	3%	-11%	-2%	4%	0.6%
c1ccc2c(c1)nnn2-c1ncnc2sccc12	-2%	-3%	3%	3%	0.1%
CS(=O)(=O)N(CC(=O)N1CCCC1)Cc1ccccc1	-5%	4%	-3%	11%	i
Cc1cc(/C=C(\C#N)C(=O)OCC(=O)Nc2ccc(OC(F)F)cc2)c(C)n1CC(C)C	4%	-5%	3%	-2%	1.1%	inhibitors of VEEV 10K pilot screen=2.9
O=C(O)c1ccc(S(=O)(=O)N2CCC3(CC2)CC(=O)c2ccccc2O3)cc1	0%	4%	2%	0%	2.5%
Cc1cc(S(=O)(=O)N(Cc2ccccc2)Cc2ccc(N(C)C)cc2)ccc1-n1cnnn1	-6%	12%	4%	-3%	0.5%

(listing goes on)
SMILES	M. tuberculosis HTS	tuberculosis growth	influenza NS1A	Salmonella PhoP GFP	inhibitors of VEEV	others
COc1ccc(N=Cc2c(O)[nH]c3ccccc23)cc1OC	-13%	13%	1%	-10%	0.9%
COc1ccc(C(=O)N2CCc3c([nH]c4ccccc34)C2C(F)(F)F)cc1 (centres undefined)	-8%	-1%	13%	7%	9.2%
COC(=O)c1sc2nc(C)cc(-c3ccccc3)c2c1N	-4%	-5%	-13%	6%	1.2%
COCCN(C(=S)Nc1c(C)cccc1C)C(C)c1ccco1 (centres undefined)	0%	24%	-12%	6%	i
CSCC[C@H](NC(=O)Nc1ccc(S(N)(=O)=O)cc1)C(=O)O	-6%	0%	10%	2%	1.0%
CCOc1ccc(S(=O)(=O)Nc2ccc(C(=O)NCCCN3CCCC3=O)cc2)cc1	-6%	4%	3%	-6%	0.5%
Oc1c(C(c2ccccc2)N2CCOCC2)ccc2ccccc12 (centres undefined)	.	.	4%	.	i
CCC1CCCCN1C(=O)CSc1nc2ccsc2c(=O)n1Cc1ccccc1 (centres undefined)	-13%	33%	-1%	2%	i
OCCNc1nc2ccccc2[nH]1	-16%	-7%	-2%	-10%	3.4%
O=C(NC1CCCC1)C(c1ccsc1)N(C(=O)Cc1cccs1)c1ccc(F)cc1 (centres undefined)	5%	-2%	-10%	-1%	i
CCOc1cc2c(Cl)ncnc2c(OCC)c1OCC	-2%	-2%	-24%	-8%	1.0%
CCC(=O)NCC(c1cccs1)S(=O)(=O)c1ccc(C)cc1 (centres undefined)	2%	1%	2%	1%	1.1%
Cc1c(NS(=O)(=O)c2ccc(Cl)c(C(=O)OC(C)C(=O)N3CCOCC3)c2)c(=O)n(-c2ccccc2)n1C (centres undefined)	7%	-17%	4%	4%	0.5%
CN(CC(=O)Nc1ccc(Cl)c(C(F)(F)F)c1)C(=O)Cn1cc([N+](=O)[O-])ccc1=O	7%	22%	-1%	.	i
CCOC(=O)c1oc2ccccc2c1NC(=O)Cc1cccs1	8%	-5%	1%	1%	4.1%
c1ccc(-c2noc(CN3CCN(C(c4ccccc4)c4ccccc4)CC3)n2)cc1	-1%	-6%	4%	10%	0.2%
O=C(c1ccc2c(c1)N(Cc1ccc(F)cc1)C(=O)CS2)N1CCOCC1	-6%	-2%	3%	2%	0.9%
Cc1c(Cc2ccccc2)sc(/N=C/c2ccc3ccccc3c2)c1C(N)=O	-11%	15%	0%	-13%	1.4%
COc1cc(/C=N/NC(=O)c2cccc(C(=O)N/N=C/c3ccc(O)c(OC)c3)n2)ccc1O	11%	-2%	0%	-1%	0.7%
COc1ccc(CNC(=O)C(CC(C)C)NC(=O)c2ccccc2C)cc1 (centres undefined)	17%	-14%	8%	-24%	i
CCCCOC(=O)/C=C/c1c(C)[nH]c(=O)[nH]c1=O	-3%	4%	-15%	-1%	i
C=CCn1cnc2scc(-c3ccc(OC)cc3)c2c1=O	3%	42%	-10%	-5%	0.8%
Cc1nc2ccccc2c(=O)n1CCCO	-12%	-1%	-17%	10%	i
CNc1cc(N2CCN(C)CC2)ccc1[N+](=O)[O-]	7%	-20%	-5%	-8%	i
Cc1cc(C)cc(NC(=O)C2CCCN(S(=O)(=O)c3cnc[nH]3)C2)c1 (centres undefined)	-4%	-10%	-5%	-13%	1.2%
CCOC(=O)N1CCC(NC(=O)CS(=O)(=O)Cc2nc(-c3ccccc3C)oc2C)CC1	-15%	-12%	4%	1%	0.8%
COc1ccc2nc(NC(=O)C3CCN(S(=O)(=O)c4cccs4)CC3)sc2c1	-5%	63%	-11%	-3%	4.1%
Cc1ccc(S(=O)(=O)Nc2ccc(NC(=O)c3c(F)c(F)c(F)c(F)c3F)cc2)cc1	7%	13%	-4%	-17%	27%
CCN1C[C@@H]2[C@@H]3C(=O)N(Cc4ccccc4)C(=O)[C@@H]3[C@](CC)(C(=O)OC)N2C1=NCc1ccccc1	.	.	-6%	.	i
